Assay outcomes deposited in PubChem BioAssay by PCMD.
AP ELISA ortho: orthogonal test for alternative complement pathway inhibitors | hit rate 0.08% among 62,000 | inhibition, % at 5 µM | Human serum alternative complement pathway, LPS-coated ELISA, C3 deposition; tested in compound mixtures;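 active = inhibition above 30% in each of the two pooled mixtures holding the compound, so the lower value exceeds 30%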;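 also: 0% = serum in Mg-EGTA without compound and 100% = EDTA serum blank; some compounds past the cut are filed as inactive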
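Test system: human serum alternative complement pathway, C3 deposition on LPS-coated wells; also added: Plate-bound LPS; doses: 5 µM per compound in ten-compound mixtures; schedule: 1 h at 37 °C; detection: Anti-C3 ELISA, OD 450 nm; evaluation: percent inhibition of C3 deposition onto LPS; repeats: two pool placements per compound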
C1s block: human complement C1s inhibition; P09871; purified C1s, fluorogenic AMC substrate, pooled mixtures; mean inhibition % of two 10-compound mixtures (hits give high values), % at 5 µM (by protocol); hit rate 0.16% among 62,000;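 active = inhibition above 20% in each of the two 10-compound mixture wells holding the compound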;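 also: 0% = enzyme wells lacking compound mixture and 100% = no-enzyme blank wells; some compounds called inactive have numbers as strong as hits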
CatB mixtures: human cathepsin B inhibition by mixtures; inhibition, %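 (ten-compound pools at 5 µM per compound and 50 µM total)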; P07858; Purified cathepsin B, AMC dipeptide fluorescence, compound mixtures; hit rate 0.06% among 62,000; in the data active = inhibition above about 22%, passing the limit was not always enough;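 also: 0% = enzyme without compound and 100% = no enzyme blank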
CatS inh: inhibitors of human cathepsin S. hit rate 0.06% among 62,000. AID 501. P25774. recombinant cathepsin S, AMC dipeptide fluorescence, pooled mixtures. inhibition, %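 (tested at 5 µM per compound within 10-compound mixtures)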; in the data active = inhibition above about 32%, passing the limit was not always enough;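 also: 0% = enzyme without compound and 100% = blank without enzyme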
Target sequence (P25774 115-331 limits assumed): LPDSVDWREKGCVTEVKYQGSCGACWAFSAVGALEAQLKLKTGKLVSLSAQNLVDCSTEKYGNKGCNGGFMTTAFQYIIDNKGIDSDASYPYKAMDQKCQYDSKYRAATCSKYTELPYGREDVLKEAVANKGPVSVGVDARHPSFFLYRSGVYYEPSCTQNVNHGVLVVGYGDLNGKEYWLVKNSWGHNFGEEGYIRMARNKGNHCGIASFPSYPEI
CatL inh: inhibitors of human cathepsin L; P07711; purified cathepsin L, fluorogenic substrate, fluorescence; inhibition, %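 (tested at 10 µM)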; hit rate 0.17% among 58,000; AID 460; in the data active = inhibition above about 45%;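 also: 0% = enzyme with no compound and 100% = no enzyme blank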
FXIIa mix inh: blocks human factor XIIa in pooled compound mixtures; P00748; purified FXIIa, fluorogenic substrate; inhibition, % at 5 µM; hit rate 0.2% among 62,000; AID 684;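 also: 0% = enzyme without compound and 100% = no enzyme blank; some results filed as inactive read as strong as hits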
CatG inh: cathepsin G (human) inhibition; purified enzyme, AMC-tetrapeptide fluorescence, pooled mixtures; AID 581; hit rate 0.2% among 62,000; P08311; inhibition, % at 5 µM (by protocol);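 active = inhibition above 20% in each of the two mixture wells holding the compound; inactive = inhibition of 20% or less in either well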;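 also: 0% = enzyme control without mixture and 100% = blank lacking enzyme; strong numbers were not always called active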
Target sequence (P08311 21-244 limits assumed): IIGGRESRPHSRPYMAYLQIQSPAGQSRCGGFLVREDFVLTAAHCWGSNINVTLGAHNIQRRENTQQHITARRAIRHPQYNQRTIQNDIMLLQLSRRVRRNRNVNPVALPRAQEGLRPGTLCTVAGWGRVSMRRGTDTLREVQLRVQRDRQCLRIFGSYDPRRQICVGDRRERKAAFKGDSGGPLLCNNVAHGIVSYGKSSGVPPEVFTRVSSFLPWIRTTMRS
CatB block: inhibitors of human cathepsin B. purified cathepsin B, fluorogenic substrate, fluorescence. inhibition, %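 (tested at 10 µM)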. hit rate 0.1% among 63,000; in the data active = inhibition above about 21%;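 also: 0% = enzyme with no compound and 100% = no enzyme blank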
FXIa inh mix: factor XIa (human) inhibition, mixture screen. P03951. purified FXIa, fluorogenic substrate, pooled mixtures. inhibition, % at 5 µM. hit rate 0.19% among 62,000. AID 680;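 also: each value is inhibition by a whole ten-compound pool holding the compound; 0% = enzyme with no mixture and 100% = wells lacking enzyme; strong numbers were not always called active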
Target sequence (P03951 19-387 limits assumed): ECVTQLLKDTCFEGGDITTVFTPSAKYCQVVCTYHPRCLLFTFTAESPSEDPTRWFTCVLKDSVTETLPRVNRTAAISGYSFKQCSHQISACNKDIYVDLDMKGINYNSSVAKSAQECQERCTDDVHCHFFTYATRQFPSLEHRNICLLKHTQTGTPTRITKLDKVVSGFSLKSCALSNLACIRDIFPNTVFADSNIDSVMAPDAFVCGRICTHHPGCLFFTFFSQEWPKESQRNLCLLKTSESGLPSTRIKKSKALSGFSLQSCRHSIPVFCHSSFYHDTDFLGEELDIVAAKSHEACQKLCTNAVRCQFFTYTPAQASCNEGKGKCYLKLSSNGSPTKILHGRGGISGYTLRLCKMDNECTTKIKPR
Target sequence (P03951 388-625 limits assumed): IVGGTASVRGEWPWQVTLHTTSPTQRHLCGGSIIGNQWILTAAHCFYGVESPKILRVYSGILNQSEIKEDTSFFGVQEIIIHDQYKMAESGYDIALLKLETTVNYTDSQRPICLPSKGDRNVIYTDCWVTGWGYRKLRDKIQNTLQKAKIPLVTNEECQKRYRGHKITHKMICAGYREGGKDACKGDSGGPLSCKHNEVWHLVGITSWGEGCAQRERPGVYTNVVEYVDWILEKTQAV
* = called active by the depositor; · = not tested or not shown. Rule as the data show it, unless noted: active = inhibition above about 20% (passing the limit was not always enough); inactive = the rest. A portion of the library, so the mix of outcomes need not match the whole.

item	C1s block	FXIa inh mix	CatB block	AP ELISA ortho	CatS inh	FXIIa mix inh	CatL inh	CatB mixtures	CatG inh	SMILES
1	-0.4	2.7	5.2	-6.4	16.4	-2.7	14.6	4.7	-7.0	COc1ccc(C2CC(=O)C3=C(C2)Nc2ccccc2N(C(C)=O)C3c2ccco2)cc1 (centres undefined)
2	-15.8	4.6	5.1	-3.8	16.4	8.0	·	2.9	13.9	Nn1c(SCc2ccccc2)nnc1-c1ccco1
3	-143.3	-27.3	1.3	10.2	-13.6	3.7	-4.9	-12.6	-11.7	C/C=C/c1ccc(OCCCCn2cncn2)c(OC)c1
4	-0.9	-2.1	2.8	0.4	8.4	12.2	5.0	-0.3	9.2	C=CCSc1nnc(-c2c[nH]c3ccccc23)n1CCOC
5	1.8	-1.1	·	5.9	-6.4	2.0	·	1.4	5.2	CCOC(=O)c1c(NC(=O)CN2CCOCC2)sc2c1CCCC2=O
6	-31.1	6.0	5.5	-6.3	4.0	-16.4	5.0	2.5	-8.7	O=C(NCCSc1ccccc1)c1ccccc1
7	-34.0	3.8	0.3	-10.1	13.6	-3.7	-0.9	8.0	-11.4	O=c1[nH]c2ccc(Br)cc2c(-c2ccccc2)c1N1CCOCC1
8	17.3	6.8	0.0	7.3	25.0	2.8	4.7	6.9	10.1	Cc1ccc(N2CCN(C(=O)c3ccccc3)CC2)c(C)c1

Exported with values under each structure: entries from further up.
Order of values: C1s block	FXIa inh mix	CatB block	AP ELISA ortho	CatS inh	FXIIa mix inh	CatL inh	CatB mixtures	CatG inh
2. Nn1c(SCc2ccccc2)nnc1-c1ccco1
→ -15.8	4.6	5.1	-3.8	16.4	8.0	·	2.9	13.9
3. C/C=C/c1ccc(OCCCCn2cncn2)c(OC)c1
→ -143.3	-27.3	1.3	10.2	-13.6	3.7	-4.9	-12.6	-11.7
4. C=CCSc1nnc(-c2c[nH]c3ccccc23)n1CCOC
→ -0.9	-2.1	2.8	0.4	8.4	12.2	5.0	-0.3	9.2

New compounds follow:
item	C1s block	FXIa inh mix	CatB block	AP ELISA ortho	CatS inh	FXIIa mix inh	CatL inh	CatB mixtures	CatG inh	SMILES
9	14.0	6.2	2.2	12.8	-2.7	-2.2	6.0	2.1	30.9	CCN(CCCNC(=O)C1CCCN(S(=O)(=O)CC)C1)c1cccc(C)c1 (centres undefined)
10	15.2	0.5	3.2	21.1	-4.1	9.5	4.5	4.7	8.4	COCCNC(=O)C(c1cccs1)N(C(=O)Cn1nnc2ccccc21)c1cccc(C)c1 (centres undefined)
11	2.8	-0.9	1.9	35.6*	8.6	2.9	·	4.6	5.4	CC1(C(=O)NCc2cccnc2)CCC(=O)N1Cc1cccs1 (centres undefined)
12	9.9	8.1	4.7	7.8	0.1	-13.5	-2.2	6.0	7.3	COc1ccc(CCNc2nc(-c3ccco3)cc(C(F)(F)F)n2)cc1OC
13	8.5	5.6	11.2	10.2	1.8	-7.9	0.8	7.6	9.6	Nc1nonc1C(=O)NCCNC(=O)c1ccccc1F
14	-62.4	5.7	1.9	13.7	3.4	-8.3	11.3	4.5	5.8	C=COCCNC(=O)Nc1ccc(Cl)cc1Cl
15	15.5	3.7	0.9	-3.0	-5.4	-2.5	·	2.5	6.4	O=C(NCCCn1ccnc1)C1CC(c2cccc(Br)c2)=NO1 (centres undefined)
16	-47.4	8.3	0.6	5.0	-6.8	6.4	9.8	-1.1	3.0	CCN(CC)CCn1c(=S)[nH]c2ccccc2c1=O
17	15.5	-3.4	1.1	13.6	-0.1	-13.7	-5.8	2.7	10.1	Cc1ccccc1OCC(=O)Nc1ccc2c(c1)OCO2
18	-24.5	-2.0	1.8	11.3	-4.2	5.1	-46.4	0.3	7.6	NC(=O)C1(N2CCCCC2)CCN(C(=O)c2cccn3c(=O)c4cc(Cl)ccc4nc23)CC1
19	15.5	10.1	3.0	5.2	-7.2	0.8	·	1.4	11.1	Cc1c(N=C2NC(=O)C(CC(=O)Nc3ccc(Cl)cc3)S2)c(=O)n(-c2ccccc2)n1C (centres undefined)
20	9.4	11.3	-4.3	10.0	-11.0	2.9	-2.6	5.7	7.4	Cc1cccnc1NC(=O)CCCN1C(=O)c2ccccc2C1=O
21	11.7	6.4	2.1	12.1	3.1	7.8	2.2	2.1	7.8	O=C(CN1C(=O)CC(c2ccco2)Sc2ccccc21)NCc1ccc2c(c1)OCO2 (centres undefined)
22	-43.2	-3.4	-6.6	-2.3	1.9	-18.8	6.8	-4.8	-1.3	CCOc1cccc(/C(O)=C2/C(=O)C(=O)N(Cc3ccco3)C2c2ccncc2)c1 (centres undefined)
23	0.1	0.6	1.8	0.3	3.5	5.0	14.4	-0.3	-10.6	Nc1nc(Nc2cccc3ccccc23)nc(C2CCCC2=O)n1 (centres undefined)
24	-0.8	-3.1	-1.7	13.8	-0.4	-1.7	4.1	-6.0	8.3	O=C(O)C(c1ccccc1)C1(O)CCCC1 (centres undefined)
25	-15.5	-2.7	-3.1	-3.0	4.5	-34.8	0.2	-5.8	-1.6	COc1ccc(N2CCN(C(=O)CCCOc3cc(=O)n(C)c4ccccc34)CC2)cc1
26	3.3	10.2	4.5	10.2	13.2	-0.6	11.1	5.3	9.2	CCOCC(=O)Nc1nnc(C2CCCCC2)s1
27	-24.9	-2.8	2.0	-12.0	0.7	-0.6	8.4	2.3	11.8	O=S(=O)(c1ccc2c(c1)OCCO2)N1CCC(c2nc3ccc(Cl)cc3[nH]2)CC1
28	-7.0	7.0	-4.8	12.6	-2.7	4.1	-9.0	-4.6	-0.4	COc1ccc(-n2c(-c3ccco3)n[nH]c2=S)cc1
29	-1.7	0.8	-0.3	12.8	-6.9	2.6	0.0	3.4	8.7	O=C(Cc1ccc2cccnc2c1)c1ccc(O)cc1O
30	-22.0	1.9	2.4	13.5	13.2	3.6	7.4	-1.1	-4.8	c1ccc(-n2c(-c3ccncc3)nnc2-c2ccco2)cc1
31	-10.0	1.2	3.8	15.7	-0.1	-0.2	-8.7	0.5	-5.4	CCCc1cc(C(=O)Nc2sc(C)c(CC)c2C#N)no1
32	21.9	11.7	8.2	-2.4	3.3	2.3	·	2.2	7.9	Cn1c(NCc2ccco2)nc2c1c(=O)n(Cc1ccc(Cl)cc1Cl)c(=O)n2C
33	14.6	6.1	3.3	3.0	12.6	-17.2	10.9	1.0	10.1	CCOC(=O)C1C(=O)CC(C)(O)C(C(=O)OCC)C1c1cccc(OC)c1 (centres undefined)
34	1.9	4.0	-1.4	8.1	-4.7	4.2	0.0	6.1	-6.2	Cc1ccc(S(=O)(=O)N2C(=O)CCC2C(=O)Nc2ccc3c(c2)OCCO3)cc1 (centres undefined)
35	-1.9	-0.1	-6.4	8.8	-0.7	-10.9	10.8	-7.8	5.3	O=C(NCCN1CCOCC1)c1ccc(CS(=O)(=O)Cc2ccccc2F)o1
36	-19.8	2.2	2.2	-7.0	11.4	0.1	4.6	-1.3	-8.0	CCOC(=O)c1cc(C#N)c(SCC(=O)c2cc(C#N)c(SC)nc2C)nc1C
37	-9.3	-1.9	0.5	-11.0	10.8	3.1	0.4	1.9	-6.1	Cc1nc(NC(=O)C2CC3CCCC(C2)C3=O)sc1C (centres undefined)
38	-30.9	2.0	-1.8	-5.9	3.5	2.1	8.5	-9.2	13.9	COc1ccc(C2/C(=C(/O)c3ccccc3)C(=O)C(=O)N2c2ncccn2)cc1OC (centres undefined)
39	6.3	3.0	4.1	-2.7	2.1	9.3	18.8	2.2	-3.7	CCOC(=O)c1c(C(C)(C)C)oc2ccc(OCC#N)cc12
40	-20.3	5.4	-6.2	7.1	7.6	6.3	-1.1	5.6	-3.7	CCC(C)[C@H](NC(=O)NCCCN1CCOCC1)C(=O)OC (some centres undefined)
41	-7.0	1.4	-3.1	20.8	21.2	7.2	·	-0.7	-3.7	CCSc1nc2ccccc2n1S(=O)(=O)c1ccccc1
42	-106.6	-18.7	0.2	4.4	-11.1	3.8	-3.9	-4.8	-3.9	CCCCNS(=O)(=O)c1ccc2nc(SCC(=O)c3ccc(C#N)cc3)[nH]c2c1
43	-16.5	-6.0	2.1	2.9	0.9	2.5	-25.4	0.8	1.4	CCn1c(=O)c2cc(C(=O)NCCN3CCOCC3)sc2c2ccccc21
44	10.1	4.7	3.7	14.6	20.2	0.9	-1.9	6.7	15.0	CC(=O)[C@H]1[C@H](C#N)C[C@H]2[C@@H]3CC=C4C[C@@H](O)CC[C@]4(C)[C@H]3CC[C@@]21C
45	-5.6	3.1	-1.5	6.5	4.1	12.3	-2.1	-5.4	0.6	O=C(O)CCC(=O)N(Cc1cccnc1)Cc1cccc(F)c1
46	-19.5	-6.0	·	2.8	0.6	2.8	-6.1	-0.5	-8.7	O=C(c1cccc(S(=O)(=O)N2CCCCC2)c1)N1CCCCC1
47	8.0	2.1	3.5	0.7	-1.1	-18.2	9.7	0.8	4.3	COc1ccccc1-c1ccc(Nc2cccc(C(C)=O)c2)nn1
48	-1.8	14.7	6.8	10.2	-0.9	3.9	·	7.0	12.9	CCCNC(=O)Nc1cc(OCC)c(N2CCOCC2)cc1OCC
49	-46.4	-19.3	-5.3	10.9	4.1	3.9	-47.2	0.2	-2.5	CCOC(=O)c1cc(-c2cc3ccccc3o2)nc2c1c(=O)[nH]c(=O)n2CCOC
50	-15.8	-8.3	4.5	-5.1	26.2	0.5	-34.1	6.7	-16.7	Cc1cccn2c(=O)c3cc(C(=O)NC4CCS(=O)(=O)C4)sc3nc12 (centres undefined)
51	-69.5	-7.0	2.6	6.7	-4.8	-1.2	2.6	-2.5	-3.2	COc1ccc(OC)c(NC(=O)c2c(NC(=O)c3ccco3)sc3c2CCC3)c1
52	-1.9	0.8	-2.2	-14.4	8.0	2.1	26.7	0.0	-1.9	CCCC(C)(C)NC(=O)CCCCC(=O)NC(C)(C)CCC
53	-2.9	17.1	0.3	2.4	7.3	2.3	8.2	4.0	6.6	CCOC(=O)CSc1nnc(Cc2cc(=O)[nH]c(=O)[nH]2)n1-c1cccc(OC)c1
54	-0.9	-12.8	-2.3	4.1	3.7	6.3	11.4	-2.8	-0.2	COc1cccc(C2C(C(=O)OCc3ccccc3)=C(C)Nc3ncnn32)c1OC (centres undefined)
55	-9.8	3.3	3.7	10.3	-7.4	6.3	-26.2	-0.1	3.4	O=C1CSC(c2cn(-c3ccccc3)nc2-c2cc3ccccc3oc2=O)N1Cc1ccco1 (centres undefined)
56	15.7	7.0	·	14.8	0.3	2.4	6.0	3.8	9.4	OCCN1CCN(Cc2cc(Br)cc(Br)c2O)CC1
57	-0.3	11.4	2.6	7.2	16.7	1.4	7.5	2.6	-2.0	CCC(=O)c1ccc(OCC(O)CN2C(=O)NC(C)(C)C2=O)cc1 (centres undefined)
58	-16.8	8.4	-5.7	10.8	-10.6	6.1	-3.0	2.6	-4.0	CCOc1ccccc1NC(=O)CSc1nnc(CNC(=O)COc2ccc(Cl)cc2)o1
59	9.7	-4.7	2.1	12.8	5.9	1.1	11.9	4.6	7.4	CCCc1cc(=O)[nH]c(SCC(=O)N2CCN(c3ccc(F)cc3)CC2)n1
60	-18.2	2.5	0.8	-0.6	-7.2	-2.8	-8.0	-1.1	-11.9	O=C(NCCCN1CCOCC1)c1cc(-c2ccc3c(c2)OCO3)nc2ccccc12
61	3.3	1.3	3.0	-4.1	4.0	0.3	23.4	1.1	6.0	Cc1cccc2cc(CN(CC3CCCO3)C(=O)NC3CCCCC3)c(=O)[nH]c12 (centres undefined)
62	12.2	5.4	-2.9	0.2	-2.1	1.6	1.1	1.5	-7.9	Cc1c(C)n(C(=O)CSc2nncn2C)c2ccccc12
63	11.1	-5.4	0.7	27.2	-5.3	2.6	-3.0	3.4	6.5	FC(F)(F)c1cc(-c2ccccc2)nc(-n2cncn2)n1
